# Screening results (PubChem BioAssay)
# VHR inh color: VHR1 phosphatase inhibitors, primary screen, biochemical, colorimetric, HTS; Dual specificity protein phosphatase 3 (Homo sapiens), P51452; recombinant VHR phosphatase, colorimetric substrate read-out; inhibition, % at 20 µM; actives 0.7% (n = 50,000); in the data active means inhibition above about 60%; further: some results filed as inactive read as strong as hits
# Target sequence (P51452 whole entry, looked up): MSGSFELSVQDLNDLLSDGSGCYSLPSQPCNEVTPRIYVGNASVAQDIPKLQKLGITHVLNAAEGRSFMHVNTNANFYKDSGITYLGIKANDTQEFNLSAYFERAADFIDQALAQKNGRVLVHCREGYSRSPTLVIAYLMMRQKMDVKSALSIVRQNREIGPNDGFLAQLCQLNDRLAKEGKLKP
# Starred values were filed as active, the others as inactive. An excerpt, so the mix of outcomes need not match the whole.
Structure | VHR inh color
CCOc1ccc(N2C(=O)CC(N3CCC(Cc4ccccc4)CC3)C2=O)cc1 (centres undefined) | -9
COc1ccc(C(=O)Nc2ccc3oc(-c4ccc(N(C)C)cc4)nc3c2)cc1 | -8
O=c1c2ccccc2nc2n1CCS2 | -11
CCOc1cc(/C=C(/C#N)C(=O)Nc2cccc(Br)c2)cc(Cl)c1OCC(=O)O | -6
Nc1cc(-c2nc3ccccc3s2)ccc1Cl | 8
O=C(CSc1nnc2c(n1)[nH]c1ccccc12)N1c2ccccc2Sc2ccccc21 | -42
CC(=O)C1=C(O)C(=O)N(C)C1c1ccccc1[N+](=O)[O-] (centres undefined) | -14
COc1cc(/C=C2/C(=O)NC(=O)N(C)C2=O)cc(Cl)c1O | 20
O=[N+]([O-])c1ccc(N2CCN(S(=O)(=O)c3ccccc3)CC2)cc1N1CCOCC1 | -12
CCOC(=O)C1=C(C)N=c2s/c(=C\c3ccc(OC)cc3OC)c(=O)n2C1/C=C/c1ccccc1 (centres undefined) | -11
CCOC(=O)c1ccc(Nc2cc(-c3ccccc3)ncn2)cc1 | -6
Cc1cccc(/C=N/NC(=O)Cc2nnc(N)s2)c1 | -1
O=C(COc1ccc2ccccc2c1)N1CCCC1 | -3
CCCCC(C(C)=O)C(=O)Nc1ccc(C)cc1 (centres undefined) | 9
CC(Nc1ccc([N+](=O)[O-])c2cccnc12)C12CC3CC(CC(C3)C1)C2 (centres undefined) | -18

# New compounds follow:
Structure | VHR inh color
O=C(c1cccc(F)c1)N1CCN(Cc2ccccn2)CC1 | -23
CSc1nc(-c2ccccc2)nc2[nH]c(-c3ccccc3)cc(=O)c12 | -1
CC(=O)N1CCN(c2ccc(NC(=O)c3ccc(Cl)cc3)cc2)CC1 | -28
NS(=O)(=O)c1ccc(NS(=O)(=O)c2ccc(F)cc2)cc1 | -26
COc1ccc(OCC(=O)Nc2ccc(NC(=O)c3ccco3)cc2)cc1 | 4
Cc1ccc(S(=O)(=O)NC(=O)Nc2ccc(C)c(Cl)c2)cc1 | -7
CC(=O)Nc1cccc(NC(=O)c2ccccc2[N+](=O)[O-])c1 | 2
C=C(C)Cn1c(SCC(=O)O)nnc1-c1ccc([N+](=O)[O-])cc1 | 0
O=C(Nc1ccc(N2CCOCC2)c(Cl)c1)c1ccc(Cl)cc1[N+](=O)[O-] | -9
COc1ccc(C(c2c(O)c3ccccc3oc2=O)c2c(O)c3ccccc3oc2=O)cc1CN1CCOCC1 | 16
Cc1ccc(C2CC(C(F)(F)F)n3ncc(C(=O)N(Cc4ccccc4)Cc4ccccc4)c3N2)cc1 (centres undefined) | -3
O=C1CSC(c2cn(-c3ccccc3)nc2-c2ccc(Cl)cc2)N1Cc1ccco1 (centres undefined) | 8
Cc1ccc(OCC(=O)Nc2ccccc2Cl)cc1C | -5
O=C1c2ccccc2C2(c3ccc(Cl)cc3)N1CCN2C(=S)Nc1ccccc1 (centres undefined) | 9
O=C(Nc1ccccc1)Nc1nnc(COc2ccccc2)s1 | -49

# Further structures:
Structure | VHR inh color
COc1ccc(/C=C(/C#N)c2nc(-c3ccc(C)cc3)cs2)o1 | 6
Cc1ccc(/C=C2/SC(=O)N(CNc3cccc(C)c3)C2=O)cc1 | 74
CCOC(=O)c1c(NC(=O)/C=C/c2cccc([N+](=O)[O-])c2)sc2c1CCC2 | -84
CCc1ccccc1N(CC(=O)Nc1cccc(C(F)(F)F)c1)S(C)(=O)=O | -18
Cc1cccc(NC(=O)CSc2nnc(-c3ccccc3)c(-c3ccccc3)n2)c1 | 6
Cc1cc(OCC(=O)Nc2cccc(F)c2)cc(C)c1Cl | -14
CC(=O)c1ccc(N(C(C)=O)C2=C(N3CCCCC3)C(=O)c3ccccc3C2=O)cc1 | -18
CCN(CC)C(=O)c1cccc(-c2ccc(OC(C)=O)cc2)c1 | -4
Cc1ccc(OCCCCN2CCC(C)CC2)c(Cl)c1 | 7
CCOc1cc(/C=C2\SC(=S)NC2=O)cc(Br)c1OC(C)=O | 4
COc1ccccc1OCCOc1ccccc1/C=N/n1cnnc1 | 6
O=C(Nc1ccccc1C(=O)O)c1ccc2ccccc2n1 | -10
COc1ccc(C(=O)Nc2ccccc2C)cc1OC | -14
O=C(c1ccc(Br)cc1)N(Cc1ccccc1)c1cccc([N+](=O)[O-])c1 | -18
Cc1cc(NC(=O)c2ccc(-c3ccccc3)cc2)no1 | -2

# Among those listed so far, eight have four or more nitrogen atoms:
Structure | VHR inh color
O=C(CSc1nnc2c(n1)[nH]c1ccccc12)N1c2ccccc2Sc2ccccc21 | -42
O=[N+]([O-])c1ccc(N2CCN(S(=O)(=O)c3ccccc3)CC2)cc1N1CCOCC1 | -12
Cc1cccc(/C=N/NC(=O)Cc2nnc(N)s2)c1 | -1
C=C(C)Cn1c(SCC(=O)O)nnc1-c1ccc([N+](=O)[O-])cc1 | 0
Cc1ccc(C2CC(C(F)(F)F)n3ncc(C(=O)N(Cc4ccccc4)Cc4ccccc4)c3N2)cc1 (centres undefined) | -3
O=C(Nc1ccccc1)Nc1nnc(COc2ccccc2)s1 | -49
Cc1cccc(NC(=O)CSc2nnc(-c3ccccc3)c(-c3ccccc3)n2)c1 | 6
COc1ccccc1OCCOc1ccccc1/C=N/n1cnnc1 | 6

# Further records.
Structure | VHR inh color
COc1ccc(OC)c(NC(=O)CN(c2ccc(Cl)cc2)S(C)(=O)=O)c1 | 4
CC(C)(C)c1ccc(OCCN2CCOCC2)cc1 | -25
CCOC(=O)c1csc(NC(=O)c2cc(OC)c(OC)c(OC)c2)n1 | 3
Cc1ccc(S(=O)(=O)N(Cc2ccccc2)c2ccccc2C(=O)NCc2ccc(Cl)cc2)cc1 | -11
Cc1cccc(NC(=O)C(C)Oc2ccccc2)c1C (centres undefined) | -39
COc1ccc(C2=C/C(=C/c3ccccc3OC)C(=O)O2)cc1 | 23
CCc1nc(-c2cc(OC)c(OC)c(OC)c2)no1 | -16
Cc1ccc(C(=O)N/C(=C\c2cccc([N+](=O)[O-])c2)C(=O)Nc2ccc(C)cc2C)cc1 | -16
O=C(Nc1ccc(Br)cn1)c1cccc(Cl)c1 | -12
COc1ccc(N2C(=O)NC(=O)/C(=C/c3ccc(I)o3)C2=O)cc1 | 107*
COc1cccc(NC(=O)c2ccc3ccccc3n2)c1 | -18
CCOc1cc(C(=O)NCc2ccncc2)cc(OCC)c1OCC | -2
COC(=O)c1cc(C(=O)NCC2CCCO2)cc([N+](=O)[O-])c1 (centres undefined) | 29
NC(=O)c1ccc(NC(=O)c2cccc(Cl)c2)cc1 | -13
COc1ccc(C(=O)N2CCN(Cc3cccc4ccccc34)CC2)cc1OC | -1

# 6 successive compounds already listed, quoted:
Structure | VHR inh color
COc1ccc(N2C(=O)NC(=O)/C(=C/c3ccc(I)o3)C2=O)cc1 | 107*
COc1cccc(NC(=O)c2ccc3ccccc3n2)c1 | -18
CCOc1cc(C(=O)NCc2ccncc2)cc(OCC)c1OCC | -2
COC(=O)c1cc(C(=O)NCC2CCCO2)cc([N+](=O)[O-])c1 (centres undefined) | 29
NC(=O)c1ccc(NC(=O)c2cccc(Cl)c2)cc1 | -13
COc1ccc(C(=O)N2CCN(Cc3cccc4ccccc34)CC2)cc1OC | -1

# Continuation:
Structure | VHR inh color
NC(=O)CSc1nc2ccc([N+](=O)[O-])cc2s1 | -13
CCN(CC)c1ccc(NC(=O)c2ccc3ccccc3c2)cc1 | 2
Cc1cc(C)c(S(=O)(=O)NC(=O)C23CC4CC(CC(C4)C2)C3)c(C)c1 | -9
CCC1CCc2c(sc(NC(=O)c3cccs3)c2C(N)=O)C1 (centres undefined) | -13
c1cc(CN2CCN(C3CCCCCC3)CC2)ccn1 | 3
CCc1ccc(N2CC(C(=O)NCc3ccccc3OC)CC2=O)cc1 (centres undefined) | -4
CC(=O)CC(=O)Nc1ccc(Cl)c(C(F)(F)F)c1 | 0
Nn1cnnc1N/N=C/c1ccc(O)cc1O | -15
Cc1ccc(N2C(=O)NC(=O)/C(=C\c3ccc(-c4ccc(Cl)c(C(=O)O)c4)o3)C2=O)cc1 | 4
CN(/N=C/c1ccc([N+](=O)[O-])cc1)C(=S)c1ccccc1 | -24
COc1ccc(/C=C2\C(=O)ON=C2c2ccccc2)c(OC)c1 | -15
CC1(C)CC(NCCC#N)CC(C)(C)N1 | -24
CCOc1ccc2nc(NC(=O)c3ccccc3O)sc2c1 | -5
S=C1NCCOCCOCCOCCNC(=S)N2CCOCCOCCN1CCOCC2 | -21
O=C(COc1ccc(Cl)cc1Br)NNC(=O)c1ccccc1O | -2

# Additional entries
Structure | VHR inh color
COCCNC(=O)CN(c1ccc(C)cc1)S(C)(=O)=O | -2
O=C(c1cccc(F)c1)N1CCN(c2cc(N3CCCC3)c(F)cc2[N+](=O)[O-])CC1 | 8
Oc1ccc(/C=N/Nc2nnc(-c3ccccc3)c(-c3ccccc3)n2)cc1 | -10
Cc1cc(N2CC(C)OC(C)C2)n2c(nc3ccccc32)c1C#N (centres undefined) | 8
Cc1ccccc1CN1CCN(C(=O)C(c2ccccc2)c2ccccc2)CC1 | 30
O=C1/C(=C/c2ccccc2[N+](=O)[O-])SC(=S)N1c1cccc(C(F)(F)F)c1 | -11
O=C1CC(c2ccccc2)CN1C(=O)c1cncc(Br)c1 (centres undefined) | -10
O=[N+]([O-])c1ccc(Nc2nc(-c3ccccc3)cc(-c3ccccc3)n2)cc1 | -20
COc1cc2c(cc1OC)C(C)N(CC(=O)O)CC2 (centres undefined) | -11
CN(C)CCCNC(=O)C(F)(F)C(F)(F)C(F)(F)C(F)(F)C(F)(F)Cl | -12
C=CCN1C(=O)/C(=C/c2ccc(OC(=O)C34CC5CC(CC(C5)C3)C4)c(OC)c2)SC1=S | -3
CCOC(=O)c1ccc(NC(=S)NC(=O)c2ccco2)cc1 | 0
COc1cc(NC(=O)c2ccc(F)cc2)cc(OC)c1 | -2
Cc1cc(C)nc(NS(=O)(=O)c2ccc(NC(=O)CSc3nccn3C)cc2)n1 | -9
COc1ccc(OCCCN2CCCC2)cc1 | 3

# (continued)
Structure | VHR inh color
COc1cccc(-c2nnc(NC(=O)/C=C/c3ccccc3)s2)c1 | -18
COc1ccc(OC)c(S(=O)(=O)N2CCN(C)CC2)c1 | -30
Brc1ccccc1OCCCN1CCCC1 | -13
C=CCSc1nc2ccccc2c(=O)n1Cc1ccccc1 | -7
COc1ccc(O)c(CN2CCN(Cc3cccc(Cl)c3)CC2)c1 | 0
CCOC(=O)CSc1nnc(CCCN2C(=O)c3cccc4cccc(c34)C2=O)n1-c1ccccc1 | 4
Clc1ccc(/C=N\N2CCN(C(c3ccccc3)c3ccccc3)CC2)cc1 | -1
CCOC(=O)c1c(C)[nH]c2ccc(OC(C)=O)cc12 | 1
COc1ccc(C2=NN(C(=O)CCC(=O)O)C(c3ccc(C)cc3)C2)cc1 (centres undefined) | -3
CCC(=O)Nc1sc(Cc2ccccc2)c(C)c1C(N)=O | -17
COc1ccc(C2CC(c3cccs3)=NN2C(=O)CCC(=O)O)cc1 (centres undefined) | -15
O=C(COc1ccccc1Cl)Nc1ccc2oc(-c3ccncc3)nc2c1 | -23
O=C(O)c1ccc2c(c1)C(=O)N(c1ccc(-c3nc4ccccc4c(=O)o3)cc1)C2=O | -3
Cc1ccc(-n2nc3ccc(NC(=O)c4cc(Cl)ccc4I)cc3n2)cc1 | 20
Cc1ccccc1C(=O)Nc1ccccc1C(=O)N1CCCCC1 | -13

# Remaining list, next part:
Structure | VHR inh color
S=C(c1ccc(-c2ccc(Cl)c(Cl)c2)o1)N1CCCCC1 | -1
COc1ccccc1OCCNc1cc(N2CCOCC2)ccc1[N+](=O)[O-] | -22
CCn1c2ccccc2c2cc(NC(=O)COc3ccccc3)ccc21 | 5
O=C(Nc1ccccc1)c1ccccc1NC(=O)c1ccccc1[N+](=O)[O-] | 18
CCc1c(C)c2ccc(OC(=O)c3ccccc3)cc2oc1=O | -21
CC(C)c1ccc(C2NN=C(c3ccccc3)S2)cc1 (centres undefined) | -16
COc1cccc(OCCCOc2ccc(C)cc2C)c1 | -13
CCOC(=O)c1sc(NC(=O)c2cc3n(n2)C(C(F)(F)F)CC(c2cccs2)N3)c(C(=O)OCC)c1C (centres undefined) | -9
O=C1CC(c2ccc(Cl)c([N+](=O)[O-])c2)c2cc(Br)c3ccccc3c2N1 (centres undefined) | -5
O=C(NCC1(c2ccccc2)CCOCC1)c1ccc(Cl)cc1Cl | -19
CC/C(=C1/C(=O)N(c2nc3ccccc3s2)N=C1C(F)(F)F)N1CCOCC1 | -32
CC(Oc1cccc(Cl)c1)C(=O)Nc1ccccc1C(=O)N1CCN(Cc2ccccc2)CC1 (centres undefined) | -17
COc1ccccc1/C=C/C(=O)c1ccc(Br)cc1 | 6
CCOc1ccc(S(=O)(=O)Nc2ccc(NC(C)=O)cc2)cc1 | -24
COC(=O)c1cc(NC(=O)/C=C/c2cccc([N+](=O)[O-])c2)cc(C(=O)OC)c1 | -11

# (continued)
Structure | VHR inh color
Cc1ccc(NC(=O)c2ccc(-c3cc(Cl)ccc3Cl)o2)c([N+](=O)[O-])c1 | 0
CCCc1cc(C(=O)OC)c(NC(=O)c2c(F)cccc2F)s1 | -8
CCCCOC(=O)C1=C(C)NC2=C(C(=O)CC(C)(C)C2)C1c1ccc(C)cc1 (centres undefined) | 6
Cc1ccc(C(=O)Nc2cccc(NC(=O)c3ccc(C)cc3)n2)cc1 | -34
COc1cc(/C=C(/NC(=O)c2ccccc2)C(=O)NN)cc(OC)c1OC | 2
COc1cc(C=O)ccc1OCCN1CCOCC1 | -11
Clc1ccc(C=NN2CCN(Cc3ccccc3)CC2)c(Cl)c1 | -5
COc1cc(C(=O)Oc2ccc(Cl)cc2C)cc(OC)c1OC | 9
O=C(CP(=O)(c1ccccc1)c1ccccc1)N1CCCCC1 | -8
O=S(=O)(NCCCNS(=O)(=O)c1ccc(Cl)cc1)c1ccc(Cl)cc1 | -13
O=c1[nH]nc(SCc2ccc(Cl)cc2)c(=O)[nH]1 | 20
Cc1nc(N)sc1C(=O)N/N=C/c1cccc(O)c1 | -3
O=C(c1cccc(F)c1)N1CCN(c2ccccc2)CC1 | -6
O=C(c1ccc(CN2CCOCC2)cc1)N1CCN(C(=O)c2ccc(CN3CCOCC3)cc2)CC1 | -9
